Screening results deposited in PubChem by Sanford-Burnham Center for Chemical Genomics.
A3A deaminase: inhibitors of human APOBEC3A DNA deaminase | inhibition, % at 20 µM | P31941 | 330,000 compounds, 0.41% hits | recombinant A3A, FAM/TAMRA ssDNA deamination fluorescence;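 active means at least 40% inhibition at 20 µM here, with at most 30% in a related deaminase screen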;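 further: plate controls were A3A with DMSO for no effect and wells lacking A3A enzyme for full effect; some results filed as inactive read as strong as hits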
HKDC1 inhibitor: HKDC1 (human) hexokinase inhibition. Q2TB90. 340,000 compounds, 0.16% hits. inhibition, % at 20 µM. recombinant HKDC1, G6PDH/diaphorase resazurin coupled fluorescence;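 active means inhibition above about 35% when tested at 20 µM, limit read from the data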;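 further: plate controls were DMSO wells with enzyme for no effect and DMSO wells lacking enzyme for full effect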
Target sequence (Q2TB90 whole entry, looked up): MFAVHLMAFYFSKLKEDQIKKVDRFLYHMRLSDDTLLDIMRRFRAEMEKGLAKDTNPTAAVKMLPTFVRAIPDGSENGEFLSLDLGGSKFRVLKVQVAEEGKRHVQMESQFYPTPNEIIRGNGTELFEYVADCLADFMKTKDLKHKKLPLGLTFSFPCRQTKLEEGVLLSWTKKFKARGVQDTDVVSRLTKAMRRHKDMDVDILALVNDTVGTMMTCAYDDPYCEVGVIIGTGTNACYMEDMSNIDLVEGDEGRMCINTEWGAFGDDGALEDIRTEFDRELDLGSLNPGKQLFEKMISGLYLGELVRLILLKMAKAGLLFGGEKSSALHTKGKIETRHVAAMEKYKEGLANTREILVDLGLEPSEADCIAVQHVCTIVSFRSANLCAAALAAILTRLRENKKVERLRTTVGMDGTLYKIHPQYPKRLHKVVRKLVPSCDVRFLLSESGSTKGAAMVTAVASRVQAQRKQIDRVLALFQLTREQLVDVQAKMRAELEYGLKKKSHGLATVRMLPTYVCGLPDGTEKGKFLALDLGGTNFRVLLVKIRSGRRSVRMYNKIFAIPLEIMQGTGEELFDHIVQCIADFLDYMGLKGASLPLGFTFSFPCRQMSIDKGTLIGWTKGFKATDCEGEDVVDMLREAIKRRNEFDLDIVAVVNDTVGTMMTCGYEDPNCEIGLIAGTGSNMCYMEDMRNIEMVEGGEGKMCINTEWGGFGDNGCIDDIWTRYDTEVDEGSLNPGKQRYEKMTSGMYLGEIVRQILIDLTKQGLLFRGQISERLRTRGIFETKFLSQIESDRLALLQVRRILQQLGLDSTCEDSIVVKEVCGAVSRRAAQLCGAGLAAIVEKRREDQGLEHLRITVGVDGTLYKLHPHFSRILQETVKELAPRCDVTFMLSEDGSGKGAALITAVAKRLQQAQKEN
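Test system: HK5 enzyme. Quantity: 5 µg/mL HK5 final. Reagent: glucose and ATP substrates. Schedule: 90 min reaction incubation at room temperature, dark. Technique: resazurin-to-resorufin fluorescence via G6PDH and diaphorase coupling, 525/613 nm. Control set: DMSO wells with and without enzyme mix.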
mIAP activ: mouse IAP activation. activation factor at 10 µM. 330,000 compounds, 0.24% hits. AID 2805. muIAP, CDP-Star luminescence, 30 min; active compounds read high; 1 = vehicle-only enzyme signal, 0 = enzyme-free wells;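 active means activation factor of at least 2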; further: the source names both 10 and 20 µM as test concentration; values of inactives mirror those of a sister screen read the other way
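Assay system: mouse IAP enzyme; reagent: chemiluminescent substrate CDP-Star; dosing: test compounds delivered from DMSO solution; schedule: 30 min at room temperature; measured by: luminescence from enzymatic CDP-Star hydrolysis; controls: DMSO-only wells and no-enzyme negative control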
hIAP act: increases human intestinal alkaline phosphatase activity. activation factor at 10 µM. purified human IAP, CDP-Star luminescence, 30 min; active compounds read high; 1 = vehicle-only enzyme, 0 = enzyme-free background. 330,000 compounds, 0.16% hits. AID 2524;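 active means activation factor of the enzyme at least 2-fold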; further: the source names both 10 and 20 µM as test concentration; values of inactives mirror those of a sister screen read the other way
hIAP inh: human IAP inhibition; purified IAP, CDP-Star luminescence, 30 min; inhibition, % at 10 µM; 330,000 compounds, 0.12% hits; AID 2544; P09923;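 active means inhibition reaching a set limit with compound at 10 µM in the primary screen, cut at about 35% in these data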;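 further: plate controls were DMSO wells with enzyme for no effect and no-enzyme buffer wells for full effect; values of inactives mirror those of a sister screen read the other way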
PfG6PD inh: PfG6PD (Plasmodium falciparum) enzyme inhibition | PfGluPho enzyme, NADPH resazurin-diaphorase fluorescence | inhibition, % at 20 µM | 350,000 compounds, 0.78% hits;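 active means inhibition reaching at least a set limit at 20 µM in the primary screen, cut at about 59% in these data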;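 further: 0% = DMSO wells with substrate and 100% = DMSO wells lacking glucose-6-phosphate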
mIAP inh: mouse IAP inhibition; purified mouse IAP, CDP-Star luminescence, 30 min; AID 2806; 330,000 compounds, 0.2% hits; inhibition, % at 10 µM;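 active means inhibition of at least 40% at 10 µM in the primary screen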;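 further: plate controls were DMSO with enzyme for no effect and no enzyme wells for full effect; values of inactives mirror those of a sister screen read the other way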
ATG4B inh: inhibitors of human ATG4B cysteine protease; Q9Y4P1; ATG4B cleavage of LC3-PLA2, NBD-HPC fluorescence, 1 h; inhibition, % at 8.33 µM; 340,000 compounds, 0.51% hits; AID 504462; in the data active means inhibition above about 40%
Numbers without * were called inactive; nt = not tested or not shown.

SMILES	A3A deaminase	HKDC1 inhibitor	mIAP activ	hIAP act	hIAP inh	PfG6PD inh	mIAP inh	ATG4B inh
Cc1cccc(Oc2ccc(Cl)cc2N)c1	-2	-4	1	1	0	8	-2	11
COc1ccc(C2=NO[C@@H]3[C@@H]4C[C@@H]([C@H]5C(=O)N(C)C(=O)[C@@H]45)[C@H]23)cc1	-2	-5	1	1.1	-7	8	-3	3
Cn1c(=O)n(CC(=O)OCc2ccccc2)c(=O)c2c1nc1n2CCCN1C1CCCCC1	-4	-3	0.96	0.98	2	0	4	-7
CCc1nc(SCC(=O)N2CCCC2)c2ccccc2n1	-4	-6	0.95	0.98	2	-7	5	-7
O=c1[nH]c(C(Cl)(Cl)Cl)nc2ccc3ccccc3c12	-1	4	0.95	0.98	2	-10	5	4
COc1cccc(NC(=O)CN(C)C(=O)c2ccc(NS(=O)(=O)c3ccc(F)cc3)cc2)c1	-6	1	0.98	1.1	-6	35	2	-5
COc1cccc(C(=O)NCCS(=O)(=O)N2CCc3ccccc3C2)c1	5	-6	0.92	1.1	-7	16	8	5
CCOC(=O)c1c(S(=O)(=O)N2CCc3ccccc32)c(C)n(C)c1C	-1	-3	0.91	1.1	-7	11	9	-11
Cc1ccc(-c2nc3ccccc3c(=O)n2CCN2CCOCC2)cc1	-2	10	0.97	0.94	6	-7	3	9
Cc1cc(NC(=O)NCc2ccccc2)c(=O)n(Cc2ccc(F)cc2)c1	-8	-4	1	0.84	16	2	-1	19
Cc1ccc(-c2ocnc2C(=O)N2CCN(C(=O)c3cccs3)CC2)cc1	0	-3	1.1	1.1	-7	5	-6	-3
COc1ccc(S(=O)(=O)N2CCOCC2)cc1NC(=O)CN1CCCc2ccccc21	-3	-8	1.1	1.2	-16	13	-5	-8
CN(C)S(=O)(=O)c1cc(NC(=O)COC(=O)C2CSC3(C)CCC(=O)N23)ccc1Cl (configuration not stated)	2	-8	1.1	0.95	5	-1	-7	-7
COc1ccc(OC)c(N=Cc2c(O)[nH]c3ccccc23)c1	-3	1	1	1.1	-5	13	-3	-1
COCCCNC(=S)N1CCN(S(=O)(=O)c2ccc(OC)cc2)CC1	-2	-8	0.79	0.92	8	-5	21	-11
O=C(Nc1nc2ccc(F)cc2s1)C1CCCO1 (configuration not stated)	1	-3	1	0.88	12	-3	-2	-1
COc1ccc2c(c1)cc1c(=O)n(CC(=O)NC(C)CCc3ccccc3)nc(C)n12 (configuration not stated)	-7	-6	1.1	1.1	-12	-14	-10	4
COc1cccc(C2CC(c3cccs3)=NN2C(=O)CSc2nc3ccccc3s2)c1OC (configuration not stated)	-1	-8	0.93	0.89	11	12	7	-4
CCCC(=O)Nc1nc2nc(C)cc(=O)n2[nH]1	1	-8	1.1	0.97	3	-1	-12	0
CCOC(=O)c1c(-c2ccccc2)csc1NC(=O)c1ccc(S(=O)(=O)N2CC(C)OC(C)C2)cc1 (configuration not stated)	-5	-6	0.92	1.1	-9	-7	8	-3
Brc1ccc(C2CC(c3ccccc3)=Nc3ccccc3N2)cc1 (configuration not stated)	-4	2	0.88	1.1	-6	23	12	17
O=C(Nc1cccc(C(F)(F)F)c1)C1CCCN1S(=O)(=O)c1cccc2cccnc12 (configuration not stated)	3	1	0.96	1.1	-6	18	4	-1
O=C(Nc1ccc(CN2CCOCC2)cc1)c1ccc(N2CCCC2)c([N+](=O)[O-])c1	-3	-5	0.93	0.92	8	7	7	-3
Cn1c(=O)c2c(nc(CN3CCN(C(=O)c4ccco4)CC3)n2Cc2ccccc2)n(C)c1=O	-2	-4	0.98	1	-3	7	2	4
COc1cc2[nH]c(-c3cccc(F)c3)cc(=O)c2cc1OC	-1	8	0.99	0.95	5	8	1	-7
Cc1cccnc1Nc1nc(-c2ccc(F)cc2)cs1	4	-5	1.1	1	-1	33	-7	21
CN(CCCNC(=O)c1ccccc1F)CCCNC(=O)c1ccccc1F	-1	-5	1	1.1	-6	-6	-5	1
O=C(NCc1cccs1)c1ccccc1	-1	-4	0.98	1.1	-10	6	2	-10
O=C(c1cc([N+](=O)[O-])ccc1N1CCOCC1)N1CCN(S(=O)(=O)c2cc(Cl)ccc2Cl)CC1	33	-4	0.97	1.2	-16	8	3	-10
COc1ccc(CN2CCNC(=O)C2CC(=O)O)c(OC)c1 (configuration not stated)	8	-6	1	1.1	-14	22	-4	-3

Whole records, looked up by structure:
Shown for CCCC(=O)Nc1nc2nc(C)cc(=O)n2[nH]1 : A3A deaminase = 1; HKDC1 inhibitor = -8; mIAP activ = 1.1; hIAP act = 0.97; hIAP inh = 3; PfG6PD inh = -1; mIAP inh = -12; ATG4B inh = 0
Shown for COc1ccc(S(=O)(=O)N2CCOCC2)cc1NC(=O)CN1CCCc2ccccc21 : A3A deaminase = -3; HKDC1 inhibitor = -8; mIAP activ = 1.1; hIAP act = 1.2; hIAP inh = -16; PfG6PD inh = 13; mIAP inh = -5; ATG4B inh = -8

Next section:
SMILES	A3A deaminase	HKDC1 inhibitor	mIAP activ	hIAP act	hIAP inh	PfG6PD inh	mIAP inh	ATG4B inh
CC(=O)c1ccc(N2CCN(C(=O)Cn3c(=S)[nH]c4ncccc4c3=O)CC2)cc1	2	nt	0.94	0.99	1	nt	6	nt
COc1ccc(OC)c(S(=O)(=O)N2CCC3(CC2)OCCN3S(=O)(=O)c2cccs2)c1	3	-1	0.94	1.1	-10	-12	6	-3
Cc1ccc(CNC(=O)[C@H](C)NC(=O)C2CCN(C(=O)[C@@H](N)CC(C)C)CC2)cc1	-3	-5	0.97	0.89	12	-13	3	-19
COc1cc2c(cc1NC(=O)CCCN1C(=O)CCC1=O)oc1ccccc12	-1	9	1	1.5	-51	6	-1	-11
Cc1ccc(-n2c(C)c(C)c3c(NCCN(C)C)ncnc32)cc1	-5	-1	1	0.92	8	-1	-3	-2
CSc1cccc(CN(C)C(=O)C2CCC(=O)N(CCCN3CCCC3=O)C2)c1 (configuration not stated)	-3	-8	0.98	1.1	-13	-4	2	-2
CCCn1nc(C(=O)NCc2ccc3c(c2)OCO3)c2ccccc2c1=O	1	13	0.99	1.1	-8	2	1	3
O=C(CSc1nccc(=O)[nH]1)NCc1ccc2c(c1)OCO2	2	6	0.94	0.8	20	-5	6	-8
CSC(=NNC(=O)c1ccccc1O)SC	-5	-5	1	1.2	-25	23	-1	-5
Cc1ccc(CS(=O)(=O)CCC(=O)NCc2ccc3c(c2)OCO3)cc1	-2	-6	0.95	0.92	8	-5	5	-2
COc1ccc(C2=NCCn3nc4cc(C(F)(F)F)ccc4c32)cc1	-3	-2	0.92	1	-4	12	8	2
C=CCOc1ccc(/C=C(\C#N)C(=O)Nc2ccccn2)cc1	-6	1	1	1.1	-6	-11	-1	-1
CCc1cc2c(N3CCN(c4nnc(CC)s4)CC3)ncnc2s1	-1	2	1	0.98	2	20	-5	3
Cc1ccccc1Nc1nc(N)nc(CSc2nc3ccccc3c(=O)n2CCCO)n1	-3	-2	1	0.92	8	-18	0	6
CCS(=O)(=O)N1CCCC(C(=O)c2ccc(OC)cc2C)C1 (configuration not stated)	-6	17	0.85	0.96	4	-2	14	6
COc1cccc(CNn2cnnc2)c1OCc1ccc(F)cc1	-1	2	0.96	0.99	1	6	4	-13
O=C1CN(C(=O)CCCc2c[nH]c3ccccc23)c2ccccc2N1	2	1	1.1	1	-4	7	-6	-15
Cc1ccc(CSCCNS(=O)(=O)c2ccc(C)cc2)cc1	0	-3	1	1	-1	11	-4	1
CC1CCN(C(=O)CN(c2ccc3c(c2)OCO3)S(C)(=O)=O)CC1	3	-5	1.1	0.99	1	-4	-11	-6
NC(=O)C(c1ccc(Cl)cc1Cl)c1ncc(C(F)(F)F)cc1Cl (configuration not stated)	-2	-1	1	0.94	6	0	0	-7
Fc1cccc(F)c1/C=N/NC(=S)Nc1cccnc1	0	-13	0.97	1.2	-16	-6	3	11
COc1ccccc1N1CCN(S(=O)(=O)c2c(C)ccc3nsnc23)CC1	3	-9	0.98	0.87	13	-14	2	12
COC(=O)[C@@H]1CCCN1Cc1nc(Cc2ccc(OC)c(OC)c2)no1	-1	1	1	1.1	-10	-18	-4	-4
c1ccc(CNc2nnnn2-c2ccccc2)cc1	1	-1	1.1	0.89	11	-5	-10	-14
COC(=O)[C@H](CC(C)C)NC(=O)N1CCN(c2cccc(C(F)(F)F)c2)CC1	3	-4	1.1	1	-4	14	-15	2
N#Cc1nc(-c2cccs2)oc1NCc1ccc2c(c1)OCO2	-1	1	1	0.83	17	1	0	-5
COc1ccc(F)cc1C(=O)C1CCCN(Cc2c(C)n(C)n(-c3ccccc3)c2=O)C1 (configuration not stated)	0	-13	0.99	1	-1	7	1	-3
Cc1cccc(C)c1OCc1cc(C(=O)N2CCCCCCC2)no1	6	3	0.98	1.1	-8	-22	2	40*
COc1cc(/C(C)=N/NC(=O)Cc2c(C)[nH][nH]c2=O)ccc1O	-2	11	1	0.98	2	2	0	-3
COc1cc2c(cc1OC)CN(c1nc(CN3CCCCC3)nc3sc4c(c13)CCCC4)CC2	1	6	1.1	0.93	8	5	-5	7
CCCn1c(SCC(=O)Nc2nc3c(s2)CCCC3)nc2c1c(=O)n(C)c(=O)n2C	-4	3	1	1.1	-6	-2	-3	-13
CSc1ccc(CN(C)CC(=O)Nc2cccc(Br)c2)cc1	-4	-4	1	1.2	-16	12	-3	32
CCOC(=O)N1CCN(c2cc(=O)n(-c3ccccc3C)c(=O)[nH]2)CC1	4	-4	1.1	1.2	-24	-2	-11	3
Cc1ccc2cc(CN(Cc3ccco3)S(=O)(=O)c3c(C)ccc4nsnc34)c(=O)[nH]c2c1	1	2	0.94	1.1	-8	5	6	9
Cc1cccc(CC(=O)Nc2cc(C)c3c(=O)oc4ccccc4c3n2)c1	0	-4	0.83	0.89	11	-20	17	-1
O=C(O)C[C@H]1c2ccccc2S(=O)(=O)N1c1ccccc1	-2	2	1.1	0.94	6	-3	-7	0

In the list so far, these contain a thiophene ring, fused or not:
SMILES	A3A deaminase	HKDC1 inhibitor	mIAP activ	hIAP act	hIAP inh	PfG6PD inh	mIAP inh	ATG4B inh
Cc1ccc(-c2ocnc2C(=O)N2CCN(C(=O)c3cccs3)CC2)cc1	0	-3	1.1	1.1	-7	5	-6	-3
COc1cccc(C2CC(c3cccs3)=NN2C(=O)CSc2nc3ccccc3s2)c1OC (configuration not stated)	-1	-8	0.93	0.89	11	12	7	-4
CCOC(=O)c1c(-c2ccccc2)csc1NC(=O)c1ccc(S(=O)(=O)N2CC(C)OC(C)C2)cc1 (configuration not stated)	-5	-6	0.92	1.1	-9	-7	8	-3
O=C(NCc1cccs1)c1ccccc1	-1	-4	0.98	1.1	-10	6	2	-10
COc1ccc(OC)c(S(=O)(=O)N2CCC3(CC2)OCCN3S(=O)(=O)c2cccs2)c1	3	-1	0.94	1.1	-10	-12	6	-3
CCc1cc2c(N3CCN(c4nnc(CC)s4)CC3)ncnc2s1	-1	2	1	0.98	2	20	-5	3
N#Cc1nc(-c2cccs2)oc1NCc1ccc2c(c1)OCO2	-1	1	1	0.83	17	1	0	-5
COc1cc2c(cc1OC)CN(c1nc(CN3CCCCC3)nc3sc4c(c13)CCCC4)CC2	1	6	1.1	0.93	8	5	-5	7

Not a hit list; about 2.4% have a hit in one of these screens.
